TMEM16A inh: blocks the mouse calcium-activated chloride channel TMEM16A. 310,000 compounds, 1.2% hits. HEK293 TMEM16A/YFP iodide influx fluorescence, ionomycin. normalized B-score (activity score, 25-100; higher = stronger inhibition) at 10 µM. Q8BHY3;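 active = ratio plate-corrected score three or more library SD toward inhibition, starting fluorescence score within five deviations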;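 also: score derived from kinetic fluorescence span divided by baseline fluorescence per well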
Target sequence (Q8BHY3 whole entry, looked up): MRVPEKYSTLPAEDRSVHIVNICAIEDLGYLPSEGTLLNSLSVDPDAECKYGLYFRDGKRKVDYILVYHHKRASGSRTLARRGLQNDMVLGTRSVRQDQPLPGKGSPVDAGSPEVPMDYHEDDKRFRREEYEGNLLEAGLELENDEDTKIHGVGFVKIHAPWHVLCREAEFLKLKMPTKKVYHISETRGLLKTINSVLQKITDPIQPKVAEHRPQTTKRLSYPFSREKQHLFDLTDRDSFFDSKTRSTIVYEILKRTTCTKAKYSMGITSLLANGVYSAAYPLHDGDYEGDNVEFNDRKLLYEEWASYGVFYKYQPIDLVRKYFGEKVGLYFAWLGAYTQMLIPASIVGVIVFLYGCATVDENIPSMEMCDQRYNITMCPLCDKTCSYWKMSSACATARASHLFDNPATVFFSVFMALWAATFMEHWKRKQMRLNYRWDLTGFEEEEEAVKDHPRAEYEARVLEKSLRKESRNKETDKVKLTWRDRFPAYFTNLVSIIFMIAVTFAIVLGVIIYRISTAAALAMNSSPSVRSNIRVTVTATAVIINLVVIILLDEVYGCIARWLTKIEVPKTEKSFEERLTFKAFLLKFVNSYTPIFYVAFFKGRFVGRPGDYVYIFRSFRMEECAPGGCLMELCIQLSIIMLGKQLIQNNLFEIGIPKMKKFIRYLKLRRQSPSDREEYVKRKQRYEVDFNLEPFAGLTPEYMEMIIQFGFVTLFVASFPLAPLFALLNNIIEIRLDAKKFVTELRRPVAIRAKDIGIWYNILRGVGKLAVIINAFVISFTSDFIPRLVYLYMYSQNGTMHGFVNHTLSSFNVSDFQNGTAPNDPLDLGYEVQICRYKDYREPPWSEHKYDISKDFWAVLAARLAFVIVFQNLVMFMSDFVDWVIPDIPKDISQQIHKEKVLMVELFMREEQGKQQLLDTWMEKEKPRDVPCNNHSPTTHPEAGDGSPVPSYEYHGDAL
TRPC6 act: activates the mouse TRPC6 cation channel; Q61143; HEK293-TRPC6 membrane potential dye fluorescence; hits give high values; B-score at 10 µM; 310,000 compounds, 0.13% hits; AID 2550;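 active = B-score of the integrated fluorescence ratio above library mean plus 3 SD, and starting fluorescence ratio within library mean plus 5 SD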;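 also: higher score means more depolarization so channel activation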
RGS4 act: RGS4 potentiation or activation; HEK293 M3R/inducible RGS4, carbachol calcium flux Fluo4; hits give low values; B-score at 10 µM; 310,000 compounds, 0.92% hits; AID 463111;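 active = B-score of the integrated calcium signal more than 4 SD below the library mean, with starting fluorescence not abnormally high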;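 also: negative B-score means reduced calcium response which marks RGS4 activation or potentiation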
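Material: Inducible-RGS4 HEK293 cells carrying M3 receptor; also added: carbachol at ECmax as muscarinic agonist stimulus; incubation: compound preincubation 20 min at room temperature before agonist; signal: Fluo4-AM (2 µM) calcium-flux fluorescence, kinetic read; measure: integrated calcium ratio converted to B score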
MrgX1 PAM: allosterically activates human MrgX1 receptor signaling. Q96LB2. MrgX1-HEK293, Fluo-4 calcium flux, FDSS; hits give high values. B-score at 10 µM. 310,000 compounds, 0.63% hits. AID 588675;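 active = plate-corrected calcium response at least 3 library SD above typical, normal starting fluorescence, not activating the receptor alone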;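 also: compound read alongside a low EC10 to EC30 dose of BAM8-22 agonist; peak minus trough fluorescence over baseline measured at the second addition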
TMEM16A act: mouse TMEM16A channel activation, primary screen; Q8BHY3; HEK293 TMEM16A/YFP-H148Q/I152L, iodide quench fluorescence; hits give low values; B-score at 10 µM; 340,000 compounds, 0.3% hits; AID 623877;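 active = fluorescence-ratio B-score plate-corrected deviation score at least 3 library SD below zero, with starting fluorescence score within 5 deviations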;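 also: channel opened by trigger with iodide after compound preincubation; score built on the fluorescence ratio of max minus min over baseline; more negative score means more quench and so TMEM16A activation or potentiation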
MrgX1 agonist: human MrgX1 receptor agonism, primary screen; 310,000 compounds, 0.44% hits; MrgX1-HEK293 cells, Fluo-4 calcium fluorescence, agonist mode; hits give high values; Q96LB2; B-score at 10 µM; AID 588627;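 active = calcium response B-score plate-corrected fluorescence ratio at least 3 library SD, with starting fluorescence B-score inside 5 SD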
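System: HEK293 cells stably expressing human MrgX1 receptor; Dosing: test compound in the initial addition of three; Schedule: overnight plating, then 30 min 37 °C plus 30 min room-temperature dye loading; Detection: kinetic calcium dye fluorescence, Fluo-4 NW; Controls: per-plate positive and negative controls for Z′ factor.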
MrgX1 antag: blocks BAM8-22 activation of human MrgX1 receptor; Q96LB2; MRGX1-HEK293 calcium flux, Fluo-4, BAM8-22 antagonism; hits give low values; B-score at 10 µM; 310,000 compounds, 1.3% hits;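 active = calcium-response B-score plate-corrected more than 3 library SD below zero, starting fluorescence within 5 deviations, no agonist response on first addition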;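 also: peak minus trough fluorescence over baseline after final BAM8-22 challenge near maximal dose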
RGS4 inh: inhibitors of human RGS4 | B-score at 10 µM | AID 463165 | HEK293 M3R/RGS4 inducible, Fluo-4 calcium flux; hits give high values; triggered by carbachol at its EC20 | P49798 | 310,000 compounds, 0.45% hits;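 active = B-score, a plate-corrected calcium signal, over three deviations above library mean, with baseline fluorescence within five deviations of library mean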;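 also: RGS4 expression induced by doxycycline in cells with stable M3 receptor; B-score is computed from the integrated fluorescence ratio over baseline after carbachol; higher B-score means a larger calcium signal and so more RGS4 inhibition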
HDAC3 inh: blocks human histone deacetylase 3; recombinant HDAC3, fluorogenic peptide/trypsin coupled, fluorescence; inhibition, % at 8.3 µM; 320,000 compounds, 0.15% hits; AID 2718; in the data active = inhibition above about 26%, passing the limit was not always enough
TRPC6 inh: mouse TRPC6 channel inhibition; Q61143; HEK293-TRPC6, membrane potential dye, ACh-evoked depolarization; hits give low values; B-score at 10 µM; 310,000 compounds, 1.1% hits; AID 2553;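 active = B-score under library mean minus 3 SD, initial fluorescence not abnormally high, positive integrated signal ratio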;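 also: B-score derived from integrated fluorescence ratio over the kinetic read; more negative B-score means stronger inhibition of depolarization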
SKKanGAS inh: SKKanGAS growth inhibition. S. pyogenes SKKanGAS, kanamycin growth, BacTiter-Glo, 6 h. inhibition, % at 7.5 µM. 300,000 compounds, 1.3% hits. AID 1662;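 active = mean replicate score, as percent of positive control median, at least 50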;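 also: strain carries kanamycin resistance gene driven by streptokinase promoter and grows in 40 µg/ml kanamycin; loss of luminescence reflects streptokinase promoter inhibition or plain growth inhibition; 0% = median of DMSO wells and 100% = positive control at its reference dose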
* hit, by the source's call; i = inactive; nt = no result given.

SMILES	TMEM16A inh	TRPC6 act	RGS4 act	MrgX1 PAM	TMEM16A act	MrgX1 agonist	MrgX1 antag	RGS4 inh	HDAC3 inh	TRPC6 inh	SKKanGAS inh
CCCS(=O)(=O)N1CCCC(C(=O)NCCc2cccc(C)c2)C1 (stereo not drawn)	i	i	i	i	i	i	i	i	-4.1	i	-0.3
O=C(CN(CCO)c1ccccc1)NC12CC3CC(CC(C3)C1)C2	i	i	i	i	i	i	i	i	2.1	i	4.7
CN1CCC(N(C)C(=O)c2sc3cc(F)ccc3c2Cl)CC1	i	i	i	i	i	i	i	i	3.1	i	-3.7
CCOc1ccccc1NC(=O)CCN1CCN(S(=O)(=O)c2ccc(Br)cc2)CC1	i	i	i	i	i	i	i	i	-2.0	i	-2.1
Nc1nc2n(n1)C1(CCCCC1)C1=C(CCCC1)N2	i	i	i	i	nt	i	i	i	0.8	i	-0.5
O=C(CC1NCCc2ccccc21)Nc1ccc(Cl)cc1 (stereo not drawn)	i	i	i	i	i	i	i	i	2.3	i	-6.2
O=C(c1ccc(F)cc1)C1CCN(C(=O)NCc2ccccc2)CC1	i	i	i	i	i	i	i	i	0.8	i	-4.3
Nc1c(C(=O)NCCc2ccc(Cl)cc2)sc2ccc(S(=O)(=O)N3CCCCC3)cc12	i	i	i	i	nt	i	i	8.99*	-2.4	i	42.0
O=C1NC(N2CCOCC2)=N/C1=C/c1ccc2c(c1)OCO2	i	i	i	i	i	i	i	i	0.9	i	2.7
CN(C)CCNC(=O)/C(=C/c1ccc(-c2ccc(Cl)cc2Cl)o1)NC(=O)c1ccccc1	i	i	i	i	i	i	i	i	10.4	i	1.0
CN(C)S(=O)(=O)N1CCc2ccc(NC(=O)c3ccc(C(F)(F)F)cc3)cc2C1	i	i	i	i	i	i	i	i	9.1	i	-5.6
COC(=O)Cc1[nH]c(=O)[nH]c1C(=O)OC	i	i	i	i	i	i	i	i	-0.7	i	0.6
NC(=O)C1CCN(Cc2nc(-c3ccccc3)no2)CC1	i	i	i	i	i	i	i	i	-2.7	i	11.9
O=C(NCc1cccc(C(F)(F)F)c1)C1CC(c2ccccc2F)=NO1 (stereo not drawn)	i	i	i	i	i	i	i	i	3.4	i	-2.2
CC(C)CCNC(=O)NC(=O)CSc1ncccn1	i	i	i	i	i	i	i	i	2.0	i	0.0
CCN(CC)C(=O)CCS(=O)(=O)c1cccc2nonc12	i	i	i	i	i	i	i	i	4.1	i	nt
Cc1ccc(Cl)cc1NC(=O)NCc1cccnc1	i	i	i	i	i	i	i	i	-1.8	i	-2.6
Cc1ccc(C)c(NC(=O)CCn2nc(C)cc2C)c1	i	i	i	i	i	i	i	i	-4.6	i	-6.9
CSCCC(C(=O)Nc1ccc2c(c1)OCO2)N1C(=O)c2ccccc2C1=O (stereo not drawn)	i	i	i	i	i	i	i	i	0.9	i	1.7
O=C(NCc1ccco1)C(c1ccccc1)N(Cc1ccccc1)C(=O)Cn1nnc2ccccc21 (stereo not drawn)	i	i	i	i	i	i	i	i	2.5	i	4.1
C=CCNC(=O)/C(=C/c1cn(-c2ccccc2)nc1-c1cccc([N+](=O)[O-])c1)NC(=O)c1ccccc1	i	i	i	i	i	i	i	i	-0.9	i	7.5
CCOC(=O)c1cc2oc(C(c3nnnn3C3CCCCC3)N3CCOCC3)cc2[nH]1 (stereo not drawn)	i	nt	nt	i	i	i	i	nt	5.8	nt	nt
CSc1nccc(Oc2cccc(C#N)c2)n1	i	i	i	i	i	i	i	i	1.9	i	5.1
Cc1nnsc1C(=O)NC(=O)Nc1ccc(F)c(Cl)c1	i	i	i	i	i	i	i	i	1.8	i	3.1
COc1ccc(C(C[N+](=O)[O-])c2c(-c3ccccc3)cc3ccccn23)c(OC)c1 (stereo not drawn)	i	i	i	i	i	54.3*	i	i	-4.0	i	1.1
O=S(=O)(Nc1ccccn1)c1ccc(C(F)(F)F)cc1Cl	i	i	i	i	i	i	i	i	-0.4	i	6.7
CCOc1ccc(NC(=O)CN2CCC(n3cnc4cc(F)ccc43)CC2)cc1	i	i	i	i	i	i	i	i	-1.2	i	10.8
COc1cccc(/C=N/NC(=O)CNC(=O)CCc2ccccc2)c1O	i	i	i	i	i	i	i	i	-6.1	i	15.7
Cc1ccc(CNC(=O)Cc2nc3nc(C)cc(C)n3n2)cc1	i	i	i	i	i	i	i	i	0.7	i	-3.9
O=C(CSc1nnc2c(n1)[nH]c1ccc(S(=O)(=O)N3CCOCC3)cc12)Nc1ccccc1Cl	i	i	i	i	i	i	i	i	-4.7	i	16.1
O=C(O)c1ccc(Nc2nc(-c3cc4ccccc4oc3=O)cs2)cc1O	nt	i	i	nt	i	nt	nt	15.2*	nt	i	17.1
Nc1nc(-c2cccnc2)nc(N2CCCCC2)n1	i	i	i	i	i	i	i	i	1.2	i	0.1
CCCC[C@H]1COCCS(=O)(=O)N1Cc1ccc(F)cc1	i	i	i	i	i	i	i	i	-3.0	i	-1.6
CCCCN(C)C(=S)Nc1ccc2nc(N3CCN(CC)CC3)cc(C)c2c1	i	i	i	i	i	i	i	i	-5.9	i	15.6
CCOc1ccc(NC2=C(Cl)C(=O)N(C3CCCCC3)C2=O)cc1	i	i	i	i	i	i	i	i	3.8	i	0.4
N#C/C(=C(O)\C=C\c1ccccc1)c1nc2ccccc2[nH]1	i	i	i	i	i	i	i	i	3.3	i	-6.3
O=C(CN(C(=O)CCC(=O)Nc1ccccn1)C1CCCC1)NCc1ccccc1	i	i	i	i	i	i	i	i	-2.4	i	3.4
O=[N+]([O-])c1cc(C=Nc2ccc3ccccc3c2)ccc1Br	i	i	i	i	i	i	i	i	-8.1	i	1.9
COc1ccc(CN2CCNC(=O)C2CC(=O)NCC2CCOCC2)c(C)c1C (stereo not drawn)	i	i	i	i	i	i	i	i	-2.6	i	7.2
CCn1c(SCC(=O)N(C)C)nc2cc(S(=O)(=O)N3CCOCC3)ccc21	i	i	i	i	i	i	i	i	5.4	i	3.3
Cc1nc(-c2ccc(C(=O)Nc3ccc(F)cc3)cc2)cs1	i	i	i	i	i	i	i	i	-3.6	i	nt
CC(C)Oc1ccc(C2CC(=O)N(C)C2=O)cc1 (stereo not drawn)	i	i	i	i	i	i	i	i	-9.9	i	12.8
CCOc1ccc(N(Cc2cc3cc(C)ccc3[nH]c2=O)C(=O)COC)cc1	i	i	i	i	i	i	i	i	-1.2	i	-2.2
CC(C)(C)c1ccccc1NC(=O)c1ccc(-n2cncn2)c([N+](=O)[O-])c1	i	i	i	i	i	i	i	i	nt	i	3.7
CCOc1ccc(N2CC(C(=O)Nc3nnc(CC)s3)CC2=O)cc1 (stereo not drawn)	i	i	i	i	i	i	i	i	1.5	i	-9.1
O=C(O)c1ccc(S(=O)(=O)N2CCN(c3ccccn3)CC2)cc1	i	i	i	i	i	i	i	i	-2.1	i	-2.5
Cc1cc(C)cc(NC(=O)N2CCCC2C(=O)NCc2ccco2)c1 (stereo not drawn)	i	i	i	i	i	i	i	i	3.0	i	-1.2
Cc1cccc(-c2nc3ccccc3c(=O)n2NC(=O)/C=C/c2ccc([N+](=O)[O-])cc2)c1	i	i	i	i	i	i	i	i	4.6	i	-0.3
O=C(c1ccc2c(c1)OCO2)N(Cc1cccs1)C1(C(=O)NC2CCCCC2)CCCCC1	i	i	i	i	i	i	i	i	8.6	i	-1.0
CC(C)(C)c1ccc(C(=O)NNC(=O)Cc2cccc3ccccc23)cc1	i	i	i	i	i	i	i	i	14.6	i	-6.9
CCOc1ccc(S(=O)(=O)Nc2cccnc2)cc1	i	i	i	i	i	i	i	i	6.2	i	-0.8
COc1ccc(N=C(C)c2sc3ccccc3c2O)cc1	i	i	i	i	i	i	i	i	8.7	i	25.2
O=C(NC1CCCCC1)C(c1cccs1)N(Cc1cccs1)C(=O)c1cccs1 (stereo not drawn)	i	i	i	i	i	i	i	i	0.9	i	0.8
CN(Cc1ccncn1)C(=O)C1CCC(=O)N(Cc2cccc(C(F)(F)F)c2)C1 (stereo not drawn)	i	i	i	i	i	i	i	i	1.0	i	13.0
Cn1c(SCC(=O)Nc2ccc3c(c2)OCCO3)nnc1-c1cccnc1	i	i	i	i	i	i	i	i	-1.9	i	-3.0
Cc1c(C)n(C)c2ccc(C(=O)NCCCN3CCCCC3C)cc12 (stereo not drawn)	i	i	i	i	i	i	i	i	3.7	i	6.8
CS(=O)(=O)Nc1cccc(C2=NN(S(=O)(=O)c3ccccc3)C(c3ccco3)C2)c1 (stereo not drawn)	i	i	i	i	i	i	i	i	1.9	i	0.4
N#CC(C(=O)Nc1cccc(Cl)c1)=C1Nc2ccccc2N1	i	i	i	i	i	i	i	i	-3.8	i	-1.8
CCOC(=O)Cc1csc(SCC(=O)NC(C)C23CC4CC(CC(C4)C2)C3)n1 (stereo not drawn)	i	i	i	i	i	i	i	i	nt	i	0.7
CN1CCN(C(=O)C2=C[C@@H](c3coc4ccccc4c3=O)C[C@@H](OCc3ccc(CO)cc3)O2)CC1	i	i	i	i	i	i	i	i	-2.3	i	-2.5

(list continues)
SMILES	TMEM16A inh	TRPC6 act	RGS4 act	MrgX1 PAM	TMEM16A act	MrgX1 agonist	MrgX1 antag	RGS4 inh	HDAC3 inh	TRPC6 inh	SKKanGAS inh
O=C(C1CCN(S(=O)(=O)c2cccc3cccnc23)CC1)N1CCN(c2ccccn2)CC1	i	i	i	i	i	i	i	i	-5.7	i	11.6
CCN(Cc1ccccc1)C(=O)Cn1c(=O)oc2ccccc21	i	i	i	i	i	i	i	i	-1.0	i	-12.9
COc1ccc(CNc2ncnc(N)n2)cc1	i	i	i	i	i	i	i	i	2.3	i	1.0
CC(C)(C)c1cc(NCCCn2ccnc2)n2ncc(-c3ccccc3)c2n1	i	i	i	i	i	i	i	9.04*	-4.7	i	39.9
Cc1cc(N2CCN(c3nc4ccccc4s3)CC2)n2ncnc2n1	i	i	i	i	i	i	i	i	-3.6	i	1.4
O=C(N[C@@H](Cc1ccccc1)C(=O)O)c1ccncc1	i	i	i	i	i	i	i	i	-2.5	i	0.7
CN(c1ncc(C(F)(F)F)cc1Cl)n1cc(C(=O)O)c2ccccc2c1=O	i	i	i	i	i	i	i	i	-1.1	i	1.6
CSc1ccc(S(=O)(=O)NCc2ccccc2Cl)cc1	i	i	i	i	i	i	i	i	6.2	i	-2.5
CN(C)c1ccnc2sc3c(=O)n(Cc4ccccc4)cnc3c12	i	i	i	i	i	i	i	i	-3.5	i	-0.9
